M5 PAM – positive allosteric modulators of human muscarinic M5 receptor; P08912; CHO-K1 hM5, Fluo-8 calcium, ACh EC20 PAM; 0% = ACh EC20, 100% = ACh EC100; activation, % at 3 µM; 0.3% of 360,000 active;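 active = activation above the run cutoff, the mean activation of all test compounds plus 3 SD, cut at about 18% in these data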
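Assay system: CHO-K1 hM5 cells / Incubation: Fluo-8 loading 80 min at 37 °C plus 30 min room temperature / Technique: Fluo-8 calcium dye fluorescence, kinetic read / Repeats: single replicate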
M1 ag – human M1 muscarinic receptor agonism; 0.33% of 360,000 active; P11229; activation, % at 3 µM; CHO-K1 hM1, Fluo-8 calcium fluorescence, agonist mode; 0% DMSO, 100% acetylcholine EC100;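 active = activation above the run's mean compound activation plus 3 SD, cut at about 16% in these data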;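 note: peak over basal fluorescence ratio within a 140 s kinetic read after compound addition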
TAAR1 agonist – agonists of human TAAR1. CHO RD-HGA16 TAAR1, Fluo-8 calcium fluorescence; vehicle wells 0%, saturating PEA agonist 100%. activation, % at 3 µM. 0.99% of 360,000 active. AID 624467;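 active = activation above the mean activation of all test compounds in the run plus 3 SD, cut at about 38% in these data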
Target sequence (Q96RJ0 whole entry, looked up): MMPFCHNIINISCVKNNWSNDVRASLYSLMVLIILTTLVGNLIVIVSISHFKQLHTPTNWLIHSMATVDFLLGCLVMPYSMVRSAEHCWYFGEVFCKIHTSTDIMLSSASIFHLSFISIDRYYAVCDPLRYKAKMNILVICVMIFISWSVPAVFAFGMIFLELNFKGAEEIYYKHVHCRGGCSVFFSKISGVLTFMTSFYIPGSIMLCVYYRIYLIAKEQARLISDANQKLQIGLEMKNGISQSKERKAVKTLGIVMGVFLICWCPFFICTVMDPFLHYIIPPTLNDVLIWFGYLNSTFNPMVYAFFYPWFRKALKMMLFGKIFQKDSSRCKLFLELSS
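Assay system: CHO-derived RD-HGA16 cells with stable Gα16 and human TAAR1; timing: 17-24 h seeding, 75 min 37 °C dye, 30 min RT; read-out: % activation from peak over basal fluorescence ratio, DMSO-to-PEA scaled; measured by: kinetic Fluo-8 calcium fluorescence; benchmarks: low control DMSO, high control PEA (EC100); doses: 3 µM single concentration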
M1 antag – human CHRM1 antagonism. AID 588852. CHO-K1 hM1, Fluo-8 calcium fluorescence, ACh EC80 antagonist. inhibition, % at 3 µM. P11229. 1.3% of 360,000 active;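 active = percent inhibition above its own plate's cutoff, namely the mean of that plate's compound wells plus 3 SD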;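 note: peak over basal fluorescence ratio during 140 s after agonist addition; 0% = ACh EC80 plus DMSO and 100% = DMSO alone without agonist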
M1 PAM – human CHRM1 positive allosteric modulation; 0.088% of 360,000 active; CHO-K1 hM1, Fluo-8 calcium fluorescence, ACh EC20; 0% = ACh EC20, 100% = maximal ACh; activation, % at 3 µM; AID 588819; P11229; in the data active = activation above about 19%, passing the limit was not always enough
M4 ag – agonists of human muscarinic M4 receptor (CHRM4); P08173; CHO-K1 hM4/Gqi5, Fluo-8 calcium fluorescence; vehicle 0%, full acetylcholine response 100%; activation, % at 3 µM; 0.14% of 360,000 active; AID 624127;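 active = activation above the run mean over all test wells plus 3 SD, cut at about 32% in these data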;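 note: peak over basal fluorescence ratio per well then scaled between controls; 0% = DMSO wells and 100% = acetylcholine at EC100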
Target sequence (P08173 whole entry, looked up): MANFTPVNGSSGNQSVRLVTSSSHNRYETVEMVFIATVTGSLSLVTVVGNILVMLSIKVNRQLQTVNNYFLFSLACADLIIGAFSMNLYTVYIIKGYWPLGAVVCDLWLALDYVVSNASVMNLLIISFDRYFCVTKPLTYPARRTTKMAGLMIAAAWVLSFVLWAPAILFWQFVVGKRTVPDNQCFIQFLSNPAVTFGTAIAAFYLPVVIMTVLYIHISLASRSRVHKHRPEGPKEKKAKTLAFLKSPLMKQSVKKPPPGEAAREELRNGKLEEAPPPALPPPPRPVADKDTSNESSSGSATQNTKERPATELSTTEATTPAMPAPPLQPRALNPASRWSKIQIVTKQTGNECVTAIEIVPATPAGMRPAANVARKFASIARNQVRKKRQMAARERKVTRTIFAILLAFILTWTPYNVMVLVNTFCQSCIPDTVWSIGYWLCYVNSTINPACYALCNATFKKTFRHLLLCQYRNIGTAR
M4 antag – antagonists of human muscarinic M4 receptor (CHRM4) | P08173 | CHO-hM4 cells, ACh EC80, Fluo-8 calcium fluorescence | 0.73% of 360,000 active | inhibition, % at 3 µM | AID 624125;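 active = inhibition above its plate's cutoff, the mean inhibition of sample wells plus 3 SD, cut at about 27% in these data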;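 note: 0% = acetylcholine EC80 with DMSO and 100% = DMSO without agonist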
CHRM5 agonist – CHRM5 agonism in calcium assay; activation, % at 3 µM; CHO-K1 hM5 cells, Fluo-8 calcium fluorescence; 0% DMSO wells, 100% maximal acetylcholine response; 0.19% of 360,000 active; P08912; AID 624037;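 active = activation above the run's mean over test compounds plus 3 SD, cut at about 23% in these data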;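 note: signal is peak over basal fluorescence ratio across the kinetic read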
M5 antag – CHRM5 antagonism in calcium assay | P08912 | CHO-hM5 cells, Fluo-8 calcium fluorescence, ACh EC80 | inhibition, % at 3 µM | 0.59% of 360,000 active | AID 624040;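 active = inhibition above a per-plate cutoff, the mean of that plate's test compounds plus 3 SD, cut at about 27% in these data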;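 note: 0% = acetylcholine EC80 with DMSO and 100% = DMSO without agonist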
Starred values were filed as active, the others as inactive; nt = not tested or not shown. Not all compounds are listed (hit frequency here may not be typical).

SMILES	M5 PAM	M1 ag	TAAR1 agonist	M1 antag	M1 PAM	M4 ag	M4 antag	CHRM5 agonist	M5 antag
CC(=O)c1ccc(OCC(=O)OC(C)C(=O)NC2CCCCC2C)cc1 (stereo unspecified)	6	-3	7	-1	3	2	-4	-1	8
CC1CN(S(=O)(=O)c2cccc(C(=O)OCC(=O)N3CCCCCC3)c2)CC(C)O1 (stereo unspecified)	0	0	0	-6	3	1	1	0	19
CCCC(=O)N1CCN(c2nnc(-c3ccc(C)cc3)c3ccccc23)CC1	-1	-10	3	0	-15	4	-7	-5	1
CCOC(=O)c1c(-c2ccc(C)o2)csc1N	-3	-4	-1	-12	4	2	-5	-2	4
O=S(CC(O)(c1ccccc1)c1ccccc1)CC(O)(c1ccccc1)c1ccccc1	-2	-2	2	2	5	1	1	0	-4
COc1ccc(CCNC(=S)Nc2ccc(C(C)C)cc2)cc1	-4	-5	-3	-6	-6	0	-2	-15	-4
Cc1cc(O)c(C(=O)/C=C/c2ccccc2)c(=O)o1	8	-3	-1	-1	6	3	7	-1	-2
CC1CC(C)(C)NC(=S)N1CCCC(=O)NCCc1ccc(Cl)cc1 (stereo unspecified)	3	-8	-2	-7	7	1	-6	0	6
COc1ccc(CCNC2=C(Cl)C(=O)N(CCc3ccccc3)C2=O)cc1OC	-20	-2	13	-10	-4	12	5	-1	20
COc1cc(C2/C(=C(\O)c3ccc4c(c3)OCCO4)C(=O)C(=O)N2Cc2ccccc2)ccc1O (stereo unspecified)	-3	-2	2	-16	5	0	7	-1	16
COCCn1c(C)cc(C(=O)COc2nc3ccccc3nc2C)c1C	-6	5	7	-6	-3	6	1	5	1
CCOc1cc(C2C(C(C)=O)=C(O)C(=O)N2CCc2c[nH]c3ccccc23)ccc1O (stereo unspecified)	1	-7	10	-2	10	0	-2	0	-9
CCCNC(=O)c1cc(-c2ccc(OC)cc2)on1	-4	-4	14	-1	1	4	-7	1	-5
COc1nc(OCCNC(=O)Nc2ccccc2)nc(N(C)C)n1	-2	0	4	3	1	1	-4	3	-1
CC(NS(=O)(=O)c1ccc(CCC(=O)NCc2ccco2)cc1)c1ccccc1 (stereo unspecified)	-3	-4	3	-5	2	0	8	-3	5
CC(C)(C)NC(=O)Nc1ccc(Cn2cc(C(F)(F)F)ccc2=O)cc1	1	-2	3	-13	8	2	-2	2	-3
Cc1ccoc1C(=O)NCCCNC(=O)c1occc1C	6	-4	8	-1	-2	1	-7	-8	-4
CCC(C)NC(=O)CSc1nc2c(sc(=S)n2-c2cc(Cl)ccc2OC)c(=O)[nH]1 (stereo unspecified)	-10	-1	2	-1	2	12	-8	0	12
CC(OC(=O)c1cccc(-n2cnnn2)c1)C(=O)c1ccccc1 (stereo unspecified)	-3	-1	11	9	-5	4	-1	1	2
O=C1CCCN1c1ccc(S(=O)(=O)Oc2cccc(Cl)c2)cc1[N+](=O)[O-]	-4	-2	3	-6	9	9	4	0	-1
CCCn1c(C(C)NC(=O)c2ccccc2)n[nH]c1=S (stereo unspecified)	1	-2	5	-11	5	5	-1	1	-3
Cc1cc(N2CCCC2)nc2ccc(NC(=S)NCCCOC(C)C)cc12	9	-9	3	0	8	1	1	-5	-10
CCOc1ccc(N2CC(C(=O)N/N=C/c3sccc3C)CC2=O)cc1 (stereo unspecified)	7	-5	-4	-2	2	0	-9	2	4
CC(C)(C)c1cc(NC(=O)c2cccnc2)no1	0	-2	3	0	3	0	9	5	-10
O=C(CCC1COc2ccccc2O1)NCc1ccccc1 (stereo unspecified)	-3	-3	2	-3	5	0	-15	-4	-2
CN(Cc1cccs1)S(=O)(=O)c1cccs1	3	-4	9	-5	9	-1	11	-4	-3
CCNC(=S)N1CCN(CCN=CC2=C(O)CC(c3cccs3)CC2=O)CC1 (stereo unspecified)	2	-13	8	-4	1	0	6	-1	1
COc1ccccc1C(=O)CSc1cccc[n+]1[O-]	2	-4	1	1	6	0	-5	1	1
O=C(Cc1ccc(Cl)c(Cl)c1)Nc1cccc(S(=O)(=O)N2CCOCC2)c1	-5	-4	10	23	-7	7	4	1	16
COc1ccc(C(=O)Nc2ccc3c(c2)nc(CN2CCCC2)n3C)cc1	3	-7	2	9	-2	0	-1	0	7
c1ccc2nc3ccccc3nc2c1	-1	-4	1	-8	3	1	-14	3	7
CC(=O)c1ccc(OCC(O)CN2C(C)CCCC2C)cc1 (stereo unspecified)	-2	-11	1	14	-12	0	-7	-1	-3
C=C(NS(=O)(=O)c1ccc(C)cc1)C(=O)OC	-3	-2	3	-12	10	0	-7	1	-1
Cc1cc(NC(=O)CSc2ncccn2)no1	-2	-1	7	-9	4	4	-1	1	-1
CCNC(=S)Nc1ccc(Oc2ccccc2)cc1	0	0	8	-20	6	4	-2	-4	4
COC(=O)Oc1ccc(/C=C/C(=O)OC(C)C)cc1OC(=O)OC	6	-3	0	-6	9	0	8	-1	-2
CCCn1nnnc1-c1cccc(Cl)c1	4	-4	12	5	1	1	-2	-2	-11
CC1(C)Cc2c(sc3c2c(=O)n(-c2ccc(Cl)cc2)c(=O)n3CC(N)=O)CO1	0	-3	15	0	-2	0	-18	4	-6
Cc1cccc(C)c1OCc1cc(C(=O)NCC2COCCO2)no1 (stereo unspecified)	-6	-2	3	-22	5	2	1	-4	-5
NNC(=O)c1sc2cc(C(F)(F)F)cnc2c1-c1cccs1	3	-5	0	-4	2	8	-5	3	4

Laid out differently: 3 of the compounds above
molecule: COc1ccccc1C(=O)CSc1cccc[n+]1[O-]
  M5 PAM = 2	M1 ag = -4	TAAR1 agonist = 1	M1 antag = 1	M1 PAM = 6	M4 ag = 0	M4 antag = -5	CHRM5 agonist = 1	M5 antag = 1
molecule: Cc1cc(N2CCCC2)nc2ccc(NC(=S)NCCCOC(C)C)cc12
  M5 PAM = 9	M1 ag = -9	TAAR1 agonist = 3	M1 antag = 0	M1 PAM = 8	M4 ag = 1	M4 antag = 1	CHRM5 agonist = -5	M5 antag = -10
molecule: CC(C)(C)c1cc(NC(=O)c2cccnc2)no1
  M5 PAM = 0	M1 ag = -2	TAAR1 agonist = 3	M1 antag = 0	M1 PAM = 3	M4 ag = 0	M4 antag = 9	CHRM5 agonist = 5	M5 antag = -10

Carrying on.
SMILES	M5 PAM	M1 ag	TAAR1 agonist	M1 antag	M1 PAM	M4 ag	M4 antag	CHRM5 agonist	M5 antag
C=CCN(CC=C)C(=O)c1cc2ccccc2c(=O)o1	7	0	0	-2	6	1	8	-2	-2
COc1ccc(CCNC(=O)c2cc3c(=O)n4ccccc4nc3n(C3CCCCC3)c2=N)cc1OC	0	-4	0	-4	2	9	-4	-6	10
C/C(=N\NC(=O)CC#N)c1cc2ccccc2oc1=O	-3	-6	14	-6	3	1	1	-1	12
CCC(=NCCc1ccc(OC)c(OC)c1)C1=C(O)CC(C)(C)CC1=O	-2	-6	2	-16	11	0	-1	1	17
O=C(NCc1ccco1)c1ccc2c(c1)C(=O)N(Cc1ccccc1)C2=O	0	-3	9	-14	13	2	-10	-1	-4
O=C(CC[C@H]1O[C@@H](n2ccc(=O)[nH]c2=O)[C@H](O)[C@@H]1O)N[C@H](Cc1ccccc1)C(=O)NCc1ccc2c(c1)OCO2	-3	-3	4	-4	3	0	-17	-2	2
Cc1nn(Cc2cccc(C(=O)NCC(C)C)c2)c(C)c1Br	-2	-1	10	-9	3	3	0	-8	2
O=C(Nc1ccccc1-c1ccccc1)c1ccc(Cl)c([N+](=O)[O-])c1	1	-10	2	-2	-2	2	-12	-5	6
Cc1cnc(NC(=O)C2CCC(C(C)(C)C)CC2)s1 (stereo unspecified)	8	-2	-4	-12	10	1	1	0	3
CCN(CC(O)COc1ccc(OCC(O)CN(CC)C2CCCCC2)cc1)C1CCCCC1 (stereo unspecified)	0	-6	-2	0	-11	0	7	-13	3
O=C(NCC1CCCCC1)c1ccc(F)cc1Cl	5	-8	0	-4	4	-1	8	-2	2
O=C(NC1CC2CCC(C1)N2Cc1nnnn1Cc1ccco1)NC12CC3CC(CC(C3)C1)C2 (stereo unspecified)	10	-2	14	-14	9	0	2	-9	1
COc1ccccc1CN1CCNC(=O)C1CC(=O)NCCC1=CCCCC1 (stereo unspecified)	6	-3	11	-12	7	0	11	0	-2
O=C(CSc1ccc([N+](=O)[O-])cn1)Nc1ccc(N2CCOCC2)cc1	-4	0	1	-4	3	1	-3	-4	4
Cc1cccc(C)c1NC(=O)C(c1ccc(-c2ccccc2)cc1)n1c(=O)c(-c2cc3ccccc3[nH]2)nc2ccccc21 (stereo unspecified)	1	nt	2	nt	nt	3	-4	4	3
CCCn1nnnc1NC(=O)COc1ccc(Br)cc1	-8	-2	5	-6	3	0	-7	-3	13
CCN(c1ccccc1)S(=O)(=O)c1nnc(NC(=O)c2ccccc2OC)s1	-9	0	2	7	-3	7	-11	0	4
O=C(Nc1ccc(F)cc1)c1ccc(=O)[nH]n1	-2	-2	2	3	-3	4	2	-4	6
COc1ccccc1NC(=O)Nc1nc(CC(=O)N2CCN(c3ccccc3F)CC2)cs1	-28	-1	15	15	-1	27	1	4	19
CCC1(c2ccc(F)cc2)NC(=O)N(CC(=O)N2CCN(S(=O)(=O)c3ccc(Cl)cc3)CC2)C1=O (stereo unspecified)	1	-2	3	-3	12	0	-8	1	-5

Arranged by number of heavy atoms (descending): 3 of the compounds above.
SMILES	M5 PAM	M1 ag	TAAR1 agonist	M1 antag	M1 PAM	M4 ag	M4 antag	CHRM5 agonist	M5 antag
CCN(CC(O)COc1ccc(OCC(O)CN(CC)C2CCCCC2)cc1)C1CCCCC1 (stereo unspecified)	0	-6	-2	0	-11	0	7	-13	3
CCC(=NCCc1ccc(OC)c(OC)c1)C1=C(O)CC(C)(C)CC1=O	-2	-6	2	-16	11	0	-1	1	17
CCCn1nnnc1NC(=O)COc1ccc(Br)cc1	-8	-2	5	-6	3	0	-7	-3	13

New compounds follow
SMILES	M5 PAM	M1 ag	TAAR1 agonist	M1 antag	M1 PAM	M4 ag	M4 antag	CHRM5 agonist	M5 antag
CC(C)n1cnnc1SCC(=O)NNC(=O)COc1ccc(Cl)cc1	2	-2	0	-4	2	1	-10	1	1
COCCNC(=O)C(c1ccc(C)o1)N(CCOC)C(=O)Cn1nnc2ccccc21 (stereo unspecified)	-4	-4	8	0	2	0	7	-2	-4
CCn1cc(CN(C)S(=O)(=O)c2cccc([N+](=O)[O-])c2)cn1	1	-11	6	2	0	1	-3	-2	2
CCOc1nc(NCCN2CCOCC2)nc(Nc2ccc(C)cc2)n1	7	-2	5	8	0	0	7	-10	-3
O=C(NC1CCCCC1)C1CC=CCC1C(=O)OCC(Cl)=C(Cl)Cl (stereo unspecified)	-6	-7	20	6	-3	-1	6	-6	-1
Cc1nn(C)c(C)c1NC(=O)CSc1nc(-c2ccccc2Cl)nc2c1cnn2-c1ccccc1	2	-2	1	-31	7	2	-5	-2	4
COc1ccccc1NC(=O)CN(Cc1ccco1)C(=O)c1ccc(N2CCCC2=O)cc1	-14	-1	4	4	-6	7	6	0	18
Cc1ccc(/C=C/C(=O)OCC(=O)NC(C)C)o1	8	-4	8	-11	4	2	2	4	-2
CCOc1ccc2[nH]cc(C(=O)NCc3ccc(F)cc3)c(=O)c2c1	-4	-1	10	-16	14	3	-14	0	-2
CC(=O)Nc1nc(-c2ccc([N+](=O)[O-])cc2)cs1	-6	-2	5	-6	5	1	-5	-1	-10
CCc1ccc2[nH]c(C(=O)Nc3ccc(C)c(F)c3)cc2c1	-2	-1	0	6	7	2	3	-2	18
